Assay outcomes as filed in PubChem.
UBC13 inh – inhibitors of human UBC13 polyubiquitin chain formation. P61088. TR-FRET. inhibition, % at 20 µM. actives 0.47% (n = 330,000). AID 485273; in the data active = inhibition above about 45%, passing the limit was not always enough
Target sequence (P61088 whole entry, looked up): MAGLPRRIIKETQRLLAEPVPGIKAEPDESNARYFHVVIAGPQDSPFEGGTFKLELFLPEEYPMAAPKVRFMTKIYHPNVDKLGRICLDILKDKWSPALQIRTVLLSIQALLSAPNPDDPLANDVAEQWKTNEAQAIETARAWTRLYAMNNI
SENP8 block – inhibitors of human SENP8 protease; Q96LD8; purified SENP8, Z-RLRGG-aminoluciferin cleavage, luminescence; inhibition, % at 10 µM; actives 1.2% (n = 330,000)
Target sequence (Q96LD8 whole entry, looked up): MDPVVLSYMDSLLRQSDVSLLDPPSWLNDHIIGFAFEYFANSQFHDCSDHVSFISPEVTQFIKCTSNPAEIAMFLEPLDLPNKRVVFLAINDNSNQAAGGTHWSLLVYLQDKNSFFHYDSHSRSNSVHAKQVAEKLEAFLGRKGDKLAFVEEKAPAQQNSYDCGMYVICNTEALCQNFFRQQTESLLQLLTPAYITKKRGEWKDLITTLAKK
Gli-Sufu antag – antagonists of Gli-Sufu signaling; inhibition, % at 5 µM; actives 0.74% (n = 340,000); Sufu-KO-LIGHT fibroblasts, Gli luciferase reporter luminescence;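 active = inhibition above about 55%, limit read from the data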;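 note: 0% = DMSO-treated cells and 100% = wells with medium but no cells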
HKDC1 inhibitor – inhibitors of human hexokinase HKDC1; recombinant HKDC1, G6PDH/diaphorase resazurin coupled fluorescence; inhibition, % at 20 µM; actives 0.16% (n = 340,000); AID 493160;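 active = inhibition above about 35% when tested at 20 µM, limit read from the data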;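 note: plate controls were DMSO wells with enzyme for no effect and DMSO wells lacking enzyme for full effect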
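Test system: recombinant HKDC1 (HK5) hexokinase enzyme, produced in-house / Doses: 20 µM test compound, 1% DMSO / Timing: 90 min, room temperature / Detection: G6PDH/diaphorase-coupled fluorescence, 1 mM NADP, 100 µM resazurin, 525/613 nm / Control set: DMSO wells with and without enzyme mix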
SENP7 inh – blocks the human protease SENP7. actives 1.5% (n = 330,000). recombinant SENP7, Z-RLRGG-aminoluciferin luminescence, 40 min. inhibition, % at 5 µM;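 active = inhibition above about 50% at the single test dose, limit read from the data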;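 note: plate controls were DMSO with enzyme for no effect and no enzyme buffer wells for full effect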
Target sequence (Q9BQF6 706-1050 limits assumed): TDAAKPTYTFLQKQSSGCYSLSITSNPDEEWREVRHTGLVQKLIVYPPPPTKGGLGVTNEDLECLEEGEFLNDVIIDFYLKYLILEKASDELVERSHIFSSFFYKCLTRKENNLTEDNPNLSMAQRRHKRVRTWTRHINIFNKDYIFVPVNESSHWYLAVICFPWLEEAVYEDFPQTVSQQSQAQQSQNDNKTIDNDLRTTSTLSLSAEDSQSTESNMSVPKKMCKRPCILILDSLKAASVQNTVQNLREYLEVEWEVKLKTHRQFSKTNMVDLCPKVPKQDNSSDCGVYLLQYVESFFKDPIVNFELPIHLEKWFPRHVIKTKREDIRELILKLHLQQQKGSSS
Jurkat NFkB inh – inhibitors of the PMA/ionomycin-induced NF-kB reporter in Jurkat cells; PMA/ionomycin-induced NF-kB luciferase reporter, luminescence; inhibition, % at 4 µM; actives 0.53% (n = 330,000)
Apaf1 inhib – blocks human Apaf-1 apoptosome activity. inhibition, % at 20 µM. O14727. reconstituted apoptosome caspase-3 activity, DEVD-Rh110 fluorescence. actives 0.71% (n = 330,000); active = inhibition of at least 40% at 20 µM;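 note: plate controls were DMSO wells for no effect and DEVD-CHO caspase inhibitor wells for full effect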
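Material: reconstituted apoptosome with Apaf-1, cytochrome c, caspase-9, procaspase-3, dATP; medium: pH 7.5 Hepes buffer with CHAPS, BSA, DTT; also added: cytochrome c and DEVD-Rh110 substrate; timing: 30 min plus 50 min, RT; signal: Rh110 fluorescence intensity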
697 NFkB inh – lowers PMA/ionomycin-induced NF-kB signal in 697 B cells | inhibition, % at 4 µM | actives 0.33% (n = 330,000) | 697 B-cell NF-kB luciferase reporter, 16 h; in the data active = inhibition above about 35%
An asterisk follows results filed as active; i = inactive; · = not tested or not shown. Cut-off read from the data, not from the text of the source, unless noted: active = inhibition above about 50%; inactive = the rest. This is a random part of the collection. About 3.6% of those tested had a hit in this group.

SMILES	UBC13 inh	SENP8 block	Gli-Sufu antag	HKDC1 inhibitor	SENP7 inh	Jurkat NFkB inh	Apaf1 inhib	697 NFkB inh
CC(C)C(=O)Nc1c(C(=O)N2CCN(c3ncccn3)CC2)oc2ccccc12	1	-3	0	8	2	5	6	8
COc1ccc(CNC(=O)C2CCN(S(=O)(=O)N3CCCCC3)CC2)cc1	7	-1	-6	-3	-6	1	-25	21
CC(C)(C)C1CCC(=NNC(=S)NCc2ccccc2)CC1 (stereo not given)	0	6	-7	-1	7	6	5	-2
CCN(CC(=O)O)S(=O)(=O)c1cc(Cl)ccc1Cl	-5	8	2	-4	5	11	0	18
CC(Sc1nnc(C2CC2)n1C1CC1)C(=O)c1ccc(Br)cc1 (stereo not given)	-4	-4	-3	-1	-6	6	2	4
C#CCOc1ccc(C2C(C#N)=C(N)Oc3cc(O)ccc32)cc1 (stereo not given)	6	1	16	12	-1	2	4	14
Cc1cc(NC(=O)Nc2cc(Cl)sc2Cl)no1	-3	-15	26	4	-6	-23	9	-31
COc1cc2c(cc1OC)C(c1cccc(OC)c1OC)CC(=O)N2 (stereo not given)	0	2	5	0	-3	6	-3	-5
CCc1cc(=O)oc2c(CN3CCN(C)CC3)c(O)c(Cl)cc12	10	-1	1	11	6	9	-10	14
Cc1ccccc1C(=O)O[C@H]1[C@H](Cc2ccccc2)NS(=O)(=O)[C@H]2CC3C=C[C@]12O3	-19	-13	-6	1	-15	-33	11	0
COc1ccc(N(CC(=O)NCc2cccs2)S(=O)(=O)c2cccnc2)cc1	-6	5	-5	-5	-9	6	-5	5
CCN1CCN(C(=O)c2ccc(Cn3c(=O)[nH]c4cc(OC)c(OC)cc4c3=O)cc2)CC1	-2	-8	-1	-4	-9	-42	3	-15
CC1=NN(Cc2ccccc2)C(=O)C1C(c1ccccc1)C(C#N)C#N (stereo not given)	9	1	9	6	2	9	1	12
COc1ccc(CCNc2cc(N3CCN(C(=O)c4ccc(C)cc4)CC3)ccc2[N+](=O)[O-])cc1OC	-17	-6	·	·	5	75*	-3	7
CCCSC(=O)N(CC)CC(=O)Nc1c(CC)cccc1CC	4	7	-37	-8	4	5	-12	8
Cc1ccc(NC(=O)c2cccc3ccccc23)cc1	-2	-8	-17	-3	11	-34	-4	-70
Cc1cc(=O)n2nc(N3CCC(C(=O)NC4CCCc5ccccc54)CC3)sc2n1 (stereo not given)	-7	5	-5	-9	4	8	-14	11
NS(=O)(=O)c1ccc(NC(=O)COC(=O)CCNC(=O)NC23CC4CC(CC(C4)C2)C3)cc1	-2	-6	7	0	1	-3	8	8
CC(=O)NC1=NN(C(C)=O)C(C)(c2ccc3ccccc3c2)S1 (stereo not given)	1	0	4	-11	3	1	-2	-2
COc1cc(/C=N/n2cnc3scc(-c4cccs4)c3c2=O)cc(OC)c1OC	8	9	19	4	-1	32	23	-60
COc1ccc2c(c1)C(=O)CC(c1ccc(OC)c(OC)c1)O2 (stereo not given)	0	5	3	3	-7	-7	0	-6
O=C(O)c1ccc(-n2nc(C(F)(F)F)cc2-c2cccs2)cc1	9	4	2	3	-2	1	-1	12
Cc1ccc(S(=O)(=O)N(CC(=O)Nc2cccc([N+](=O)[O-])c2)C2CCCCC2)cc1	1	2	4	7	14	-5	13	-4
COc1ccccc1C(=O)C1CCCN(C(=O)c2ccccc2Cl)C1 (stereo not given)	-3	0	7	-1	1	5	6	2
CC(C(=O)Nc1nc(-c2ccc(F)c(F)c2)cs1)N1C(=O)C2CC=CCC2C1=O (stereo not given)	6	7	-4	3	-1	2	0	-9

Some of these compounds in order of their number in Jurkat NFkB inh, high to low:
| SMILES | UBC13 inh | HKDC1 inhibitor | SENP7 inh | Jurkat NFkB inh | 697 NFkB inh |
| --- | --- | --- | --- | --- | --- |
| COc1ccc(CCNc2cc(N3CCN(C(=O)c4ccc(C)cc4)CC3)ccc2[N+](=O)[O-])cc1OC | -17 | · | 5 | 75* | 7 |
| COc1cc(/C=N/n2cnc3scc(-c4cccs4)c3c2=O)cc(OC)c1OC | 8 | 4 | -1 | 32 | -60 |
| CCN(CC(=O)O)S(=O)(=O)c1cc(Cl)ccc1Cl | -5 | -4 | 5 | 11 | 18 |
| COc1ccccc1C(=O)C1CCCN(C(=O)c2ccccc2Cl)C1 (stereo not given) | -3 | -1 | 1 | 5 | 2 |
| CC(=O)NC1=NN(C(C)=O)C(C)(c2ccc3ccccc3c2)S1 (stereo not given) | 1 | -11 | 3 | 1 | -2 |
| COc1ccc2c(c1)C(=O)CC(c1ccc(OC)c(OC)c1)O2 (stereo not given) | 0 | 3 | -7 | -7 | -6 |
| Cc1ccc(NC(=O)c2cccc3ccccc23)cc1 | -2 | -3 | 11 | -34 | -70 |

(cont.)
SMILES	UBC13 inh	SENP8 block	Gli-Sufu antag	HKDC1 inhibitor	SENP7 inh	Jurkat NFkB inh	Apaf1 inhib	697 NFkB inh
COc1cccc(-c2ccc(SCC(=O)N3CCN(c4ccccc4)CC3)nn2)c1	-10	-10	15	-8	-3	3	19	13
Cc1nonc1NC(=O)OCCN1CCOC1=O	2	-2	4	3	1	8	-13	16
NC(=O)Cn1c(=O)n(CC(=O)N2CCCCC2)c(=O)c2sccc21	4	-1	0	-6	-1	1	-8	-10
Cc1ccc(C)c(NC(=S)NCc2cccs2)c1	3	-4	45	3	-1	6	0	16
CC(C)OCCCNC1=C(Cl)C(=O)c2ccccc2C1=O	-279	22	4	-6	17	8	53*	-7
CC(C)[C@H](NC(=O)NCc1cccs1)C(=O)O	0	-6	24	-3	-4	-3	-1	6
Cc1cc(C)cc(NC(=O)C2C3C=CC4(O3)C2C(=O)N(CCCN2CCCC2)C4C(=O)NC2CCCC(C)C2C)c1 (stereo not given)	-4	-5	11	-6	-7	14	-2	4
CC(=O)c1sc(=S)n(Cc2ccccc2)c1C	-6	6	4	-3	1	-13	3	8
CC(OC(=O)CN1C(=O)C2C3C=CC(C4CC34)C2C1=O)C(=O)c1ccccc1 (stereo not given)	-1	-5	-1	-5	-10	6	1	5
COc1ccc(C2C=C(c3ccc(Br)cc3)Nc3nc(NS(C)(=O)=O)nn32)cc1 (stereo not given)	-3	2	·	·	1	-5	9	8
CN(Cc1cc2ccccc2[nH]c1=O)S(C)(=O)=O	5	2	-5	-8	2	-1	-2	14
COc1ccc(-c2oc3ccccc3c2C(=O)OCc2ccc([N+](=O)[O-])cc2)cc1	-10	-3	-7	-5	-3	27	15	16
S=C(NC1CCCCC1)N1CCc2ccccc2C1	6	-10	-7	-8	7	3	10	-31
CC1(CCc2ccccc2)NC(=O)N(CC(=O)Nc2ccc3c(c2)OCCO3)C1=O (stereo not given)	3	5	-1	-9	1	-4	6	9
CCOCCCNC(=O)C(c1ccc(C)cc1)N(Cc1cccs1)C(=O)c1ccccc1O (stereo not given)	3	4	1	-7	-6	2	0	13
CCC(=O)NC(C)C(c1cccs1)N1CCN(c2ccccc2)CC1 (stereo not given)	-4	4	8	-5	6	-15	-20	5
N#C/C(=C/Nc1ccccc1F)S(=O)(=O)c1ccc(Cl)cc1	6	5	10	3	7	-3	5	22
O=C(COC(=O)c1ccc(Cl)c(S(=O)(=O)NCc2ccccc2)c1)NCC1CCCO1 (stereo not given)	6	-1	-3	-5	6	13	-3	-8
CC(=O)NC(Cc1ccc(C)cc1)C(=O)NC1CCN(S(=O)(=O)c2ccccc2)CC1 (stereo not given)	4	1	1	-3	-4	4	1	18
COc1cc(NC(=O)c2cccs2)c(OC)cc1NC(=O)CCn1nnc2ccccc21	4	9	6	8	-1	-2	-9	14
O=C(NCc1cccc(Cl)c1)c1cccc(S(=O)(=O)N2CCCC2)c1	6	1	7	-2	1	-4	-7	20
Cc1nc2ccccn2c1-c1nnco1	-10	-4	3	1	-10	-22	4	-10
CCn1ncc(S(=O)(=O)Nc2cc(Cl)ccc2C)c1C	5	-4	-3	-2	2	-7	8	9
COc1ccc(S(=O)(=O)Nc2ccccc2OC)cc1NC(=O)CC1CC2CCC1C2 (stereo not given)	2	-3	8	4	-8	2	26	-4
CN1C(=O)CCC(CCC(=O)O)(c2ccccc2O)C1=O (stereo not given)	-2	1	1	-6	-6	-8	7	2

Jurkat NFkB inh, what is marked active above
Molecule,UBC13 inh,HKDC1 inhibitor,SENP7 inh,Jurkat NFkB inh,697 NFkB inh
COc1ccc(CCNc2cc(N3CCN(C(=O)c4ccc(C)cc4)CC3)ccc2[N+](=O)[O-])cc1OC,-17,·,5,75*,7

Next section
SMILES	UBC13 inh	SENP8 block	Gli-Sufu antag	HKDC1 inhibitor	SENP7 inh	Jurkat NFkB inh	Apaf1 inhib	697 NFkB inh
Cc1ccc2c(c1)CCCN2C(=O)c1cc2ccccc2oc1=O	-35	-6	-2	-2	-3	-13	1	-14
CC(=O)c1cc(NC(=O)c2cccc(C(F)(F)F)c2)c(=O)oc1C	-6	-11	-3	0	-8	5	9	6
Cc1cc(=O)[nH]c(N/N=C/c2c(C)nn(-c3ccccc3Cl)c2Cl)n1	-7	-7	-8	-4	-3	9	14	-16
COc1ccc(-c2nc(C#N)c(NC(C)C)o2)cc1	8	-15	-26	16	-15	-83	4	-73
O=C(CCN1CCN(CCO)CC1)Nc1cccc(Br)c1	5	8	3	0	3	-7	-19	12
N#C/C(=C\c1ccc(N2CCOCC2)o1)C(=O)Nc1ccc(O)cc1	i	-9	-36	-30	-10	-31	20	-53
Cc1ccc(O)c(N=Cc2ccc(C)s2)c1	-16	-14	-44	16	-7	-32	15	-60
CC(=O)NNc1[nH]c2c(c(=O)c1[N+](=O)[O-])c(=O)n(C)c(=O)n2C	-4	2	0	-4	8	9	10	2
CON1C(=O)C(=O)N(OC)C2CCCCCC21 (stereo not given)	-1	-2	-2	-7	5	-2	-12	-9
C/C(N)=C(/C#N)C(=O)CN1CCCCC1	1	1	-6	-1	2	24	-8	25
O=C(CCc1nnc(CCC2CCCCC2)o1)NCCc1ccccn1	-5	1	-16	-1	4	-9	3	10
CCC1(c2ccc(C)cc2)NC(=O)N(C(C)C(=O)Nc2ccc(N3CCOCC3)cc2)C1=O (stereo not given)	1	-3	-19	5	-1	5	-4	11
Cn1c(Cc2ccccc2)nnc1SCc1cc(=O)n2ccsc2n1	-12	6	5	-4	3	-5	-5	14
COc1ccc(/C=C/c2nnc(NC(=O)COc3ccccc3)s2)cc1	26	0	-31	-6	-5	-15	-24	-58
Cc1cccc(C)c1N1CCN(C(=O)N2CCOCC2)CC1	-6	-22	5	2	-6	-8	-6	10
CC(=O)NN1C(=O)c2ccccc2NC1c1ccccc1O (stereo not given)	17	2	9	-3	4	15	-3	6
COc1cc(CC(=O)OCC(=O)N2CCCCC2C)cc(OC)c1OC (stereo not given)	6	4	-1	-6	3	16	-4	6
C/C(=N\Nc1ccc([N+](=O)[O-])cc1[N+](=O)[O-])C(C)C(C)C (stereo not given)	-19	-6	16	0	5	-10	17	4
Cc1cccc(OCCCCc2c(C)n[nH]c2C)c1C	21	-4	8	1	-8	-6	7	-49
COc1ccc(NC(=O)CN2CCCCC2)c([N+](=O)[O-])c1	-7	-5	-23	-8	-5	-35	-3	-18
NC(=O)N/N=C/c1cn(-c2ccccc2)nc1-c1ccccc1	3	-6	-17	0	0	-22	3	-19
CCOc1ccccc1-c1noc(CCC(=O)Nc2cccnc2)n1	13	5	-1	-2	2	1	-6	17
NC(=O)c1ccc(OCC2CCCO2)cc1 (stereo not given)	-3	1	-5	-5	4	2	5	13
COC(=O)c1c(C)oc(C)c1S(=O)(=O)NC(C)(C)C	-2	3	8	-2	1	0	-29	19
O=C(Nc1cccc(S(=O)(=O)N2CCCCC2)c1)Nc1ccc(Cl)cc1Cl	-3	7	-6	1	-2	6	12	12
CCC(C)(C)NC(=O)C1CCC(CNS(=O)(=O)c2cccc3nsnc23)CC1 (stereo not given)	-10	6	-8	51*	7	-1	-16	3
